# PGC1a acetyl inh: modulators of PGC1a acetylation; U2OS PGC1a acetylation, AlphaScreen anti-acetyl-lysine; with virally co-expressed GCN5 acetyltransferase; inhibition, % at 15.6 µM; hit rate 0.17% among 350,000; AID 651687;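 active means every replicate shows inhibition of at least 40%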;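 further: 0% = neutral control wells and 100% = positive control wells; some results beyond the cut were filed as inactive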
# RAD54 branch: blocks human RAD54 Holliday junction branch migration; FAM/BHQ fluorescence; AID 602329; hit rate 0.14% among 360,000; Q92698; inhibition, % at 10.4 µM;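 active means mean normalized replicate activity at least 40 and at least half of replicates scoring 40 or more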;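 further: 0% = median of neutral control wells and 100% = median of positive control wells; inhibitors cause a drop in the FAM fluorescence signal; in these data hits start at about 50%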
# ERAP1 inh: ERAP1 (human) enzyme inhibition | Q9NZ08 | inhibition, % at 10.7 µM | recombinant ERAP1, Leu-AMC fluorescence, 60 min | hit rate 0.15% among 340,000;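 active means mean replicate inhibition of at least 30%, or all replicates individually reaching that 30% level; inactive means mean below 30% and not every replicate reaching it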;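 further: 0% = neutral control wells and 100% = L-leucinethiol positive control wells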
# Cneo AK release: causes C. neoformans cell lysis; hit rate 0.2% among 360,000; adenylate kinase release luminescence, 4 h; normalised: neutral wells 0, clomiphene wells 100; AID 651654; lysis activity, % at 15 µM;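 active means mean lysis activity across replicates of at least 80%, whatever share of replicates individually reach that level; inactive means mean lysis activity below 80%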
#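 Test system: log-phase Cryptococcus neoformans yeast cells; Quantity: yeast cell density of 5 × 10^6 cells/mL; Buffer or medium: YPD; Doses: single compound concentration per well; Timing: 4 h at 37 °C static, read 1 h later; Measured by: AK luminescence; Read-out basis: lysis from increased AK signal; Control set: Clomiphene as positive control.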
# E-selectin induc: E-selectin induction on HUVECs. P16581. HUVEC E-selectin immunofluorescence imaging; normalized: neutral wells 0, TNF-alpha wells 100. activation, % at 7.58 µM. hit rate 0.37% among 260,000. AID 686992;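 active means mean E-selectin-positive cell signal at least 10% of the positive control, reached in at least 60% of replicates, without over 20% cell loss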;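 further: in these data hits start at about 27%; measured in HUVEC primary endothelial cells; signal is the percent of cells scored E-selectin positive by PE staining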
# Target sequence (P16581 whole entry, looked up): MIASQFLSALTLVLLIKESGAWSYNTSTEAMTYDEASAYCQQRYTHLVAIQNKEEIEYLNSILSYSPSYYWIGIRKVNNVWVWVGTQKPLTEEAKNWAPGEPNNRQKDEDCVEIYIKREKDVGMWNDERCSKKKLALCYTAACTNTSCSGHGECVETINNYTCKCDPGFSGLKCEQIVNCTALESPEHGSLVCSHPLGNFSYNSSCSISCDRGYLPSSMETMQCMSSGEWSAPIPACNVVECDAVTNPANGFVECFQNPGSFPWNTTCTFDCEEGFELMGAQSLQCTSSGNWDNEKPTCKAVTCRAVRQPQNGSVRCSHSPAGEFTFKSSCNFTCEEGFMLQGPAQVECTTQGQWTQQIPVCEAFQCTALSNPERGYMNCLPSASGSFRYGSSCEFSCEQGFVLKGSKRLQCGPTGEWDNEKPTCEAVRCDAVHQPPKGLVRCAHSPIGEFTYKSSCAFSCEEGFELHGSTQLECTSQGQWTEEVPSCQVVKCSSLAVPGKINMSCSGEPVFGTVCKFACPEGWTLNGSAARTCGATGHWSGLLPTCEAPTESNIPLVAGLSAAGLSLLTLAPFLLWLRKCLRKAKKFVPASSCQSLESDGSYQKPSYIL
#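 System: HUVEC / Compound: single concentration / Signal: immunofluorescence imaging / Read-out: percent E-selectin-positive cells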
# RAD52 inh: inhibitors of human RAD52 DNA annealing; P43351; inhibition, % at 18.7 µM; hit rate 0.46% among 360,000; recombinant RAD52 DNA annealing, FRET fluorescence; AID 651710;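 active means every replicate showing at least 50% inhibition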
# Target sequence (P43351 whole entry, looked up): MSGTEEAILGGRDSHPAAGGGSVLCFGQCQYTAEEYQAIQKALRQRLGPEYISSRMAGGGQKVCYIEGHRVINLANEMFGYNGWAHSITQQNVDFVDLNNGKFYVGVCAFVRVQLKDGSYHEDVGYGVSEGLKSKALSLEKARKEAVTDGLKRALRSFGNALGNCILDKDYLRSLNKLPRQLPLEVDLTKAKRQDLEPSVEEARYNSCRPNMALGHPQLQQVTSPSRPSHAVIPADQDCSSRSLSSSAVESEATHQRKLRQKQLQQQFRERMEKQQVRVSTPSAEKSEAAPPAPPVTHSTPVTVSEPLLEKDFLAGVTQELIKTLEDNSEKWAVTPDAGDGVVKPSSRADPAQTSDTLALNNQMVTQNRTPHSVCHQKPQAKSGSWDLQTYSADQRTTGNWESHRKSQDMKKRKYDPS
# PglD inh: PglD (C. jejuni) enzyme inhibition; hit rate 0.098% among 360,000; inhibition, % at 12.5 µM; AID 602405; purified PglD enzyme, DTNB colorimetric CoA detection; in the data active means inhibition above about 16%, passing the limit was not always enough; further: strong numbers were not always called active
# miR-122 sensor: inhibitors of miR-122 in Huh7 cells; Huh7 miR-122 Renilla luciferase sensor, 48 h; neutral wells = 0, positive control = 100; activation (reporter increase), % at 12.5 µM; hit rate 0.3% among 340,000;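 active means mean replicate activation score at least 90 and every replicate individually at or above 90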;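 further: higher luciferase means less miR-122 activity so hits act as miR-122 inhibitors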
# * hit, by the source's call; i = inactive; / = no result given; [ ] = remark or other dose.
SMILES,PGC1a acetyl inh,RAD54 branch,ERAP1 inh,Cneo AK release,E-selectin induc,RAD52 inh,PglD inh,miR-122 sensor
CC(=O)N1CCOC12CCN(Cc1ccccc1)CC2,-0.2,5.0,2.0,1.5,-0.5,-12.6,0.5,-6.7
CCCCN1C(=O)C(CC(=O)NCc2cccc3ccccc23)CC(C(=O)N(C)C)=C1C (configuration not stated),3.9,4.3,/,-0.7,14.3,-9.2,1.2,-0.9
Cn1nc(-c2ccccc2)nc1-c1ccccc1,-0.5,3.6,-2.8,-0.8,0.1,0.0,1.0,4.9
Oc1cccc(/C=C/c2ccc3cccc(O)c3n2)c1,-10.3,7.4,-1.6,-22.4,-0.3,3.3,-1.6,/
O=C(NNS(=O)(=O)c1cc(Cl)c(Cl)cc1Cl)c1cccnc1,/,4.6,2.2,2.1,-0.1,-6.0,2.1,/
CCCNC(=O)C[C@H]1CC[C@H]2[C@@H](COC[C@@H](O)CN2S(=O)(=O)c2ccc(Oc3ccccc3)cc2)O1,-6.1,-8.9,1.8,90.4*,0.1,7.7,-1.2,-2.5[16.7 µM]
CCOc1ccc(NC(=O)C[n+]2ccc(N(C)C)cc2)cc1,-3.5,-13.0,-0.7,4.9,/,-4.8,1.4,-3.7
Cc1cccc(NC(=O)CSCC(=O)Nc2cc(Cl)ccc2N2CCN(C)CC2)c1,/,-1.1,2.7,15.8,/,-3.6,-3.2,-2.3
CCc1ccc(Nc2n[n+](-c3ccccc3)c(-c3ccc(N(CC)CC)cc3)s2)cc1,/,-21.3,0.7,15.6,-0.1,i,-5.1,/
O=c1c2ccccc2nc(-c2cccs2)n1-c1ccc2ccccc2c1,6.1,-8.5,3.9,-2.9,/,-7.4,5.6,4.8

# Reprinted from the part before: four entries, followed by the next part.
SMILES,PGC1a acetyl inh,RAD54 branch,ERAP1 inh,Cneo AK release,E-selectin induc,RAD52 inh,PglD inh,miR-122 sensor
CCOc1ccc(NC(=O)C[n+]2ccc(N(C)C)cc2)cc1,-3.5,-13.0,-0.7,4.9,/,-4.8,1.4,-3.7
Cc1cccc(NC(=O)CSCC(=O)Nc2cc(Cl)ccc2N2CCN(C)CC2)c1,/,-1.1,2.7,15.8,/,-3.6,-3.2,-2.3
CCc1ccc(Nc2n[n+](-c3ccccc3)c(-c3ccc(N(CC)CC)cc3)s2)cc1,/,-21.3,0.7,15.6,-0.1,i,-5.1,/
O=c1c2ccccc2nc(-c2cccs2)n1-c1ccc2ccccc2c1,6.1,-8.5,3.9,-2.9,/,-7.4,5.6,4.8
Oc1cccc(N2Cc3ccccc3C2)c1,3.7,-15.6,/,-2.4,/,/,-0.6,-11.8
CC(=O)/C(C#N)=C1\NC(=O)C(Cc2ccc(C)c(C)c2)S1 (configuration not stated),4.2,-4.6,/,-9.7,/,/,1.6,2.0
CCOC(=O)c1ccccc1NC(=O)COC(=O)C1CC(=O)N(c2ccc3c(c2)OCCO3)C1 (configuration not stated),/,11.7,-1.0,-1.1,/,-10.4,1.2,-4.1
CCCC(=O)Nc1ccc2c(c1)OC[C@@H](C)N(CCC(F)(F)F)C[C@H](C)[C@@H](OC)CN(C)C2=O,-1.1,-1.7,-0.7,1.4,0.0,6.9,-2.0,-11.0[16.7 µM]
NC(=O)CSc1nnc(-c2ccccc2Br)n1-c1cccc(C(F)(F)F)c1,-8.2,-1.2,/,-1.1,/,/,-10.2,-8.7
Cc1ccc(C(=O)COC(=O)C(C)N2C(=O)C3C4CCC(C4)C3C2=O)cc1C (configuration not stated),/,0.9,1.2,-1.7,/,-4.5,0.2,-0.5
Cc1c(C#N)c2ccccc2n1CC(=O)NCCc1c[nH]c2ccccc12,-7.1,5.4,3.7,0.9,-0.7,-1.4,2.5,-6.1
Cc1cccc(S(=O)(=O)N2C[C@@H](O)COC[C@H]3O[C@H](CC(=O)NCc4ccc5c(c4)OCO5)CC[C@@H]32)c1,5.8,-7.3,4.3,2.9,0.1,9.7,-1.0,-1.8[16.7 µM]
COc1ccc(S(=O)(=O)N(C)C[C@H]2Oc3ccc(NS(=O)(=O)c4ccc(F)cc4)cc3CC(=O)N([C@@H](C)CO)C[C@@H]2C)cc1,-1.9,/,2.6,/,0.3,-0.4,/,-7.7[16.7 µM]
N#Cc1nc(COc2ccc(Br)cc2)oc1N1CCCCCC1,/,-4.0,/,-3.2,-0.2,-17.5,15.5,/
CC(C)(C)NC(=O)CSc1nnc(NC(=O)CCn2cnc3ccccc3c2=O)s1,-5.6,-5.3,/,0.3,/,/,3.1,-0.2
Cc1cc(C)n(-c2cc(C(C)(C)C)nc3c(-c4ccc(Cl)cc4)cnn23)n1,5.7,-9.2,/,0.9,/,/,0.1,-6.1
Cc1noc(C)c1S(=O)(=O)Nc1cccc2c1O[C@@H](CN(C)S(=O)(=O)c1ccc(Cl)cc1)[C@@H](C)CN([C@@H](C)CO)C2=O,0.8,-29.6,-0.1,0.4,-2.7,9.4,4.3,2.7[16.7 µM]
NC(=O)CC(NC(=O)Cc1ccc(Cl)cc1)c1ccc(N2CCC(Cc3ccccc3)CC2)c([N+](=O)[O-])c1 (configuration not stated),2.9,-2.7,0.8,2.4,-0.1,-4.6,-1.4,-2.6
Cc1cccnc1C(NC(=O)C1CCN(CCOc2ccc(F)cc2)CC1)c1ccc(Cl)cc1 (configuration not stated),-18.4,13.7,-3.6,1.8,0.3,-17.2,2.3,-4.8
Cc1cccc(C(O)c2ncc(-c3ccccc3)[nH]2)c1C (configuration not stated),-4.6,2.0,4.6,-0.3,0.0,-16.7,-3.5,47.5
Cc1cccc(/C=N/n2c(-c3ccccc3)n[nH]c2=S)c1O,13.9,0.4,-3.9,-3.4,-0.1,-2.6,-4.0,-6.9
CCC(=O)N1CCCCN2[C@H](C1)[C@H](c1ccc(-c3cccc(C(=O)N(C)C)c3)cc1)[C@@H]2CO,-4.6,-6.2,-1.2,0.5,0.6,2.4,3.5,-1.1[16.7 µM]
Cc1ccc(S(=O)(=O)N(C)CC(=O)OCC(=O)Nc2ccccc2)cc1,5.5,/,-0.3,0.1,6.1,8.0,11.6,-13.9
O=C(N/N=C\c1ccc(-c2ccc([N+](=O)[O-])cc2)o1)c1ccc2c(c1)OCO2,/,5.4,/,2.1,/,/,-4.6,4.6
Cc1ccc(C)c(N(CC(=O)NC2CCCC2)C(=O)c2cc3cc4cccc(C)c4nc3s2)c1,/,12.7,1.4,-1.1,/,4.1,-6.0,-2.3
CC[C@]12CCCN3CCc4c(n(c5ccccc45)C(=O)C1)[C@@H]32,-12.9,9.8,-0.3,1.9,-2.3,9.4,-2.3,15.2
COc1ccc(S(=O)(=O)N[C@H]2CC[C@@H](CCNC(=O)c3ccccc3F)O[C@H]2CO)cc1,0.8,6.1,2.3,1.6,-0.1,-1.4,3.8,/
COc1ccc(C(=O)Nc2ccc(C3(C#N)CCCC3)cc2)cc1OC,-5.3,-6.8,2.5,-7.0,/,-7.8,-5.2,-0.4
CC(C)NC(=O)Nc1ccc2c(c1)C(=O)N([C@@H](C)CO)C[C@@H](C)[C@@H](CN(C)CC1CCCCC1)OCCCC[C@H](C)O2,-0.5,7.5,-1.9,8.4,-0.1,-3.2,3.7,-4.0[16.7 µM]
N#CC1(c2c(O)nc3n(c2=O)CCCS3)CCCCC1,5.5,4.4,/,0.1,/,/,-0.6,-5.2
COc1ccc(NS(=O)(=O)NC(=O)c2c(C)n(C)c3ccccc23)cc1,0.6,0.3,0.5,-0.5,/,-1.6,1.8,2.9
Cc1ccc(N(C)C(=O)C2CCN(S(=O)(=O)c3ccc4c(c3)oc(=O)n4C)CC2)cc1,20.5,-8.7,2.0,1.1,-0.1,17.0,/,-4.7
CCc1[nH]nc2c1C1(CCN(C(=O)OCc3ccccc3)CC1)C(C#N)=C(N)O2,-0.5,0.9,/,-0.9,/,/,-3.8,1.4
O=c1c(-c2ccc(Oc3ccccc3)cc2)[n+]([O-])c2ccccc2n1OCc1ccccn1,-4.3,-2.4,/,-1.6,/,/,4.3,-11.3
CN(CC(=O)NC1CCCCCC1)S(=O)(=O)c1ccc(F)cc1,/,2.0,-3.3,-0.4,0.2,-1.8,-1.8,9.8
Cc1cc2nc(NC(=O)C3(C)CCN(C)C3)[nH]c2cc1C (configuration not stated),/,-4.8,-2.0,2.0,1.2,6.9,2.6,31.8
O=C(O/N=C/c1ccc2c(c1)OCO2)c1ccc([N+](=O)[O-])cc1,/,6.2,0.0,2.4,0.8,0.1,-2.3,-4.0
COCc1[nH][nH]c(=O)c1C=Nc1ccc(Cl)cc1,-25.0,-0.4,/,0.8,/,/,-5.1,0.3
Cc1ccc(C)c(NC(=O)c2ncn[nH]2)c1,3.7,2.4,/,-1.6,/,/,-6.6,/
O=C(NC(Cc1ccccc1)C(=O)O)C1CCN(S(=O)(=O)c2cccc(C(F)(F)F)c2)CC1 (configuration not stated),6.6,-29.3,-1.9,-2.8,19.6,-8.0,-9.2,-13.5
CN(C)C(=O)C[C@H]1CC[C@@H]2[C@@H](COc3ccc(NC(=O)C4CCCC4)cc3C(=O)N2C)O1,3.7,/,-2.7,/,-0.1,-1.4,/,/
COc1ccccc1-c1ccc([C@@H]2[C@@H](C#N)N(C(=O)C3CCC3)[C@H]2CO)cc1,3.3,-4.7,1.3,4.1,-0.5,11.6,0.4,/
COc1ccc(CN2CCSCC2)cc1O,9.1,-1.7,/,1.5,/,/,4.7,-4.5
CCOC(=O)c1c(C)[nH]c(C)c1C(=O)COC(=O)[C@@H](NC(=O)c1ccccc1OCC)C(C)C,-15.1,-5.6,/,1.3,/,/,-87.2,8.9
COc1ccc2c3c(n(C)c2c1)[C@H](CO)N(C(C)=O)CC31CN(C(=O)Nc2ccc(F)cc2)C1,0.7,/,0.2,/,0.3,11.1,/,/
CCOc1ncccc1C(=O)OCC(=O)NC(=O)c1ccccc1,-1.2,-1.1,-0.9,-0.3,-0.4,-18.1,0.3,/
OC[C@@H]1CN(CCN2CCOCC2)C[C@H](n2cnc3c(NCc4ccc(F)cc4)ncnc32)O1,1.1,0.2,-9.0,5.5,0.0,-5.0,6.4,-2.8
O=C(N/N=C1\CC2CC=CC12)c1ccc(Br)cc1 (configuration not stated),-18.6,/,-0.5,/,4.4,-20.1,/,-1.2
COc1cc(/C=N/O)cc(Br)c1OCc1cccc(Cl)c1,7.4,-3.6,/,-1.0,/,/,3.4,-1.0
COc1ccc(S(=O)(=O)N(C)C[C@@H]2Oc3ccc(NC(=O)CCCN(C)C)cc3C(=O)N([C@@H](C)CO)C[C@@H]2C)cc1,-4.4,-1.8,-0.4,-0.5,56.9*,1.0,-3.9,0.2[16.7 µM]
CC(C)(C)NC(=O)C(c1ccccc1)N(C(=O)c1csnn1)C1CC1 (configuration not stated),/,-6.8,/,-0.1,/,/,-7.8,-5.6
CCNC(=O)C[C@H]1CC[C@H]2[C@@H](COC[C@H](O)CN2Cc2ccncc2)O1,-0.1,0.8,/,-0.6,0.1,/,-4.0,-3.0[16.7 µM]
CN(C)Cc1c(O)ccc2[nH]cnc12,-11.6,-0.6,/,0.1,/,/,-1.3,-2.5
C[C@@H]1CN([C@@H](C)CO)S(=O)(=O)c2ccc(C#CCC3CCCC3)cc2O[C@H]1CN(C)C(=O)c1cnccn1,-4.0,-2.6,-0.1,-2.4,0.0,-7.8,6.5,4.7[16.7 µM]
CCN(CC)S(=O)(=O)c1ccc2c(c1)nc(CCC(=O)OCc1c(C)noc1C)n2C,/,-17.7,/,13.3,/,/,4.4,8.2
O=C(NCc1ccncc1)C(=O)NCC1OCCN1S(=O)(=O)c1cc(F)ccc1F (configuration not stated),-9.2,-4.6,-1.0,-0.1,-0.4,-2.5,6.9,-5.3

# Screening results deposited in PubChem BioAssay by Broad Institute.
